Myeloid diff MLP: induction of myeloid progenitor differentiation, primary screen, cell-based, flow cytometry, MLPCN library; calls only at 10 µM; ER-HoxA9 myeloid progenitors, lysozyme-GFP differentiation; hit rate 1% among 360,000; AID 624256, 2012;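 active = normalized GFP-positive differentiation at or above the plate's own cutoff, the solvent-only control mean plus 3 SD; inconclusive = no clear call, values can overlap the other calls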;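 note: cells exposed to compound for four days before flow analysis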
Myeloid diff MLP GFP+ MAC1+ %: further read-out of Myeloid diff MLP, marked with its call; GFP+ MAC1+ double positive, %; measured here: differentiation confirmed by MAC1 staining
* marks the source's active call; other numbers are inactive results; i = inactive; ? = inconclusive; / = no result given.

SMILES | Myeloid diff MLP | Myeloid diff MLP GFP+ MAC1+ %
Cc1nnc(SCC(=O)Nc2cccc(S(=O)(=O)N3CCCC3)c2)n1C1CC1 | i | 0.9
CCc1nc2c(OCc3ccc(F)c(F)c3)cccn2c1N(C)C(=O)c1ccco1 | i | 0.8
CC(C)(C)NC(=O)C1c2ccccc2OCC(=O)N1CCc1ccccc1 (stereo not given) | i | 1.1
CCCCCCCCN1C(=O)[C@H](CC(=O)NCCc2ccccc2OC)C[C@@]2(C(=O)OC)CC(C)(C)CC=C12 | i | 3.1
O=C(Nc1ccc(Cl)cc1)c1nc[nH]c1C(=O)NCCN(CCNC(=O)c1[nH]cnc1C(=O)Nc1ccc(Cl)cc1)CCNC(=O)c1[nH]cnc1C(=O)Nc1ccc(Cl)cc1 | i | 1.7
COc1cccc(C(=O)N2CCCc3ccccc32)c1OC | i | 2.1
COc1ccccc1NS(=O)(=O)c1ccc(C(=O)NCc2ccco2)cc1 | i | 0.7
COc1cc(-c2nnc(NC(=O)CS(=O)(=O)c3ccc(Cl)cc3)o2)cc(OC)c1OC | i | 0.6
O=C(CNc1ccc(Br)cc1)Nc1ccc(S(=O)(=O)N2CCCCC2)cc1 | i | 1.2
CC(=O)c1sc(NC(=O)CCc2ccccc2)nc1C | i | 1.3
CCOC(=O)C1=C(C)NC(C)=C(C(=O)OCC)C1C(=O)OCC(=O)NCc1ccc(F)cc1 | i | 0.4
O=C(O)c1cccc2c1C(=O)c1ccc(-c3ccc(OC(F)(F)F)cc3)cc1S2(=O)=O | i | 1.2
O=C(COC(=O)c1ccc(Br)o1)NCc1ccc(Cl)cc1 | i | 0.7
CCn1c(SCC(=O)Nc2ccccc2)nc2c(c1=O)SCC2 | i | 2.0
COc1ccc(C(C(=O)NC2CCCC2)n2c(Cc3cc(F)cc(F)c3)nc3ccccc32)cc1 (stereo not given) | i | 2.8
CC(=O)Nc1ccc(NC(=O)c2cc(-c3cc(F)ccc3OCC3CCCO3)n[nH]2)cc1 (stereo not given) | i | 0.6
COc1ccccc1Nc1cc(C)nc(Nc2ccccc2OC)n1 | i | 0.2
COc1cccc(Nc2nc3cc(C)ccc3cc2C)c1 | i | 1.7
CC(=NO)C1CCC2C3CCC4=CC(=NO)CCC4(C)C3C(=O)CC12C (stereo not given) | i | 2.2
CC(NC(=O)COC(=O)/C=C/c1cccc(F)c1)c1ccccc1 (stereo not given) | i | 0.1
O=C(O)c1ccc(Cl)c(NC(=O)C2CCN(S(=O)(=O)c3ccc4c(c3)OCCO4)CC2)c1 | i | 0.2
CN1CCN(S(=O)(=O)c2ccc(Cl)c(C(F)(F)F)c2)CC1 | i | 1.1
Cc1cccc(C(=O)OCC(=O)Nc2c(C)n(C)n(-c3ccccc3)c2=O)c1O | i | 0.3
N#Cc1ccc(OCC(=O)NCCCn2ccnc2)cc1 | i | 1.0

One compound at a time, as listed above. Values in the order: Myeloid diff MLP | Myeloid diff MLP GFP+ MAC1+ %
Listed for CN1CCN(S(=O)(=O)c2ccc(Cl)c(C(F)(F)F)c2)CC1 : i | 1.1
Listed for Cc1cccc(C(=O)OCC(=O)Nc2c(C)n(C)n(-c3ccccc3)c2=O)c1O : i | 0.3

Next entries follow.
SMILES | Myeloid diff MLP | Myeloid diff MLP GFP+ MAC1+ %
COCOCCn1cc(CN2CCS(=O)(=O)N(Cc3ccc(-c4ccc(C)cc4)cc3)C(C(C)C)C2=O)nn1 (stereo not given) | i | 0.4
NC(=O)c1ncn([C@@H]2O[C@H](CNCc3ccccc3C#Cc3ccccc3)[C@@H](O)[C@H]2O)n1 | i | 0.6
O=C(COC(=O)c1ccc2c(c1)OCO2)Nc1ccccc1OC(F)F | i | 0.4
O=c1cc(CN2CCCCC2)c2ccccc2o1 | i | 0.4
CC1(C(=O)NCc2ccc(C(F)(F)F)cc2)CCN1Cc1ccccc1OC(F)F (stereo not given) | i | 0.6
CCCCCCCCNS(=O)(=O)CCNCc1ccco1 | i | 0.4
NS(=O)(=O)c1cccc(C(=O)N2CCCc3ccccc32)c1 | i | 1.6
COc1ccc([C@H]2C[C@@H](n3cc(-c4ccc(F)cc4)nn3)[C@H](O)CN2C(=O)C2CCCCC2)cc1 | i | 0.5
Clc1ccc(C=Cc2ccccn2)c(Cl)c1 | i | 1.0
CN(C)S(=O)(=O)c1ccc(N2CCCC2)c(C(=O)Nc2nccs2)c1 | i | 1.1
CCOc1ccc(CCNC(=O)C2CCCN(S(=O)(=O)N3CCCCC3)C2)cc1OCC (stereo not given) | i | 2.6
CCCCC[C@@H](C)N1C[C@@H](COCc2ccccc2)Oc2cc(N3CC[C@@H](O)C3)ccc2S1(=O)=O | i | 0.5
C[C@H](CO)N1C[C@H](C)[C@H](CN(C)C(=O)Nc2cccc3ccccc23)Oc2c(NC(=O)c3ccc(-c4nccs4)cc3)cccc2C1=O | i | 0.2
CSCC[C@H]1COC[C@@H](Cc2ccccc2)N1c1ccccc1 | i | 0.2
CC(=O)C1(C)C(=O)N(c2ccc(C)cc2)C(=O)N1c1ccc(C)cc1 (stereo not given) | ? | /
COc1ccc(NC(=O)N(C)C[C@H]2Oc3c(NC(=O)NC(C)C)cccc3C(=O)N([C@H](C)CO)C[C@@H]2C)cc1 | i | 0.4
COc1cc(NC(=O)CCCn2c(=O)oc3ccccc32)cc(OC)c1 | i | 1.3
O=C(NCc1nnc(SCC(=O)N2CCOCC2)o1)c1ccccc1 | i | 1.0
CCN(C[C@H]1N[C@@](C)(C(=O)OC)[C@H]2C(=O)N(C)C(=O)[C@@H]12)C(=O)COC | i | 1.3
CC(C)C[C@H]1CNC(=S)N1C[C@H]1CCCN1C[C@H](CC(C)C)N1C[C@H](Cc2ccc(O)cc2)N(CC2CCCCCC2)C1=S | i | 3.8
CN(C)c1ccc(C(=O)OCc2cc(=O)n3ccsc3n2)cc1 | i | 0.6
C[C@H](CO)N1C[C@H](C)[C@@H](CN(C)C(=O)CN2CCOCC2)Oc2cc(Br)ccc2S1(=O)=O | i | 0.5
CC1(C(=O)NS(=O)(=O)Cc2cccc(Cl)c2)CCN1C(=O)C/C=C/c1ccccc1 (stereo not given) | i | 0.6
COc1ccc(NC(=O)Nc2cccc3c2O[C@H](CN(C)C(=O)Nc2ccc(OC)cc2)[C@@H](C)CN([C@H](C)CO)C3=O)cc1 | i | 1.6

Later entries.
Molecule	Myeloid diff MLP	Myeloid diff MLP GFP+ MAC1+ %
Cc1ccc(S(=O)(=O)NC[C@H]2O[C@@H](n3cnc4c(N)ncnc43)[C@H](O)[C@@H]2O)s1	i	0.6
OC(c1ccccc1)c1ncc(-c2cccc(C(F)(F)F)c2)[nH]1 (stereo not given)	i	2.0
O=C1CN(C(=O)CN2CCN(S(=O)(=O)c3ccccc3F)CC2)c2ccccc2N1	i	1.2
Cc1ccc(C(=O)Nc2cccc(S(=O)(=O)N3CCCCC3)c2)cc1S(=O)(=O)N1CCOCC1	i	0.9
O=C(O)c1cccc(-c2ccccc2)c1O	i	1.5
Cc1ccc(CN2CCC(C)(Oc3ccc(Cl)cc3)C2)cc1 (stereo not given)	i	0.4
COc1ccc(-c2ccc(C(=O)NCc3ccco3)c3occc23)c(C)c1	i	1.2
CC(=O)Nc1cccc(NC(=O)c2ccccc2Cl)c1	i	1.4
CCOc1ccc(NC(=O)COC(=O)C2CC2C)cc1 (stereo not given)	i	0.8
Cc1noc(C)c1NC(=O)N(C)C[C@@H]1OCc2cnnn2CCCC(=O)N([C@H](C)CO)C[C@@H]1C	i	0.9
Cc1csc(=O)n1CC(=O)OCC(=O)Nc1ccc(F)c(F)c1F	i	1.1
CSc1ncnc2c1ncn2CCCN1CCN(Cc2cccc3ccccc23)CC1	i	1.0
COc1ccc(C(O)c2ncc(-c3ccc4ccccc4c3)[nH]2)cc1F (stereo not given)	i	1.8
COc1ccc(N2CCN(C(=O)CNC(=O)c3ccc4ccccc4c3)CC2)cc1	i	0.7
COc1cccc(-c2nnc(-c3ccc4ccccc4c3)o2)c1	i	0.3
N#Cc1cccnc1N1CCN(C(C(=O)NC2CCCC2)c2ccco2)CC1 (stereo not given)	i	3.7
COc1cccc(CN(C)CCCn2cnc3c(SC)ncnc32)c1	i	0.6
COCCN(C(=O)COC(=O)/C=C/c1ccc(SC)cc1)c1c(N)n(Cc2ccccc2)c(=O)[nH]c1=O	i	1.4
CCOC1=C2CN(S(=O)(=O)c3ccc(C)cc3)[C@H](c3ccc(CC)cc3)C[C@@H]2N(S(=O)(=O)c2ccc(C)cc2)[C@H](c2ccccc2)C1	i	3.2
CCCN(CC(=O)Nc1ccccc1OC)C(=O)c1cc(-c2ccccc2)nn1-c1ccccc1	i	1.0
O=C(Nc1nnc([C@@H]2C[C@H](O)[C@@H](CO)O2)s1)Nc1cccc(Cl)c1Cl	i	0.5
Cc1nn(CC(=O)OCC(=O)c2ccccc2)c(C)c1[N+](=O)[O-]	i	0.7
Cc1ccccc1Cn1c(C)c(C(=O)NCc2cccc(C(F)(F)F)c2)sc1=O	i	4.9
CCCCNc1ccc(C(F)(F)F)cc1S(=O)(=O)NCCc1ccc(F)cc1	i	0.8

Exported with two lines to a compound: entries from further up.
Screens in order: Myeloid diff MLP | Myeloid diff MLP GFP+ MAC1+ %
> COc1ccc(-c2ccc(C(=O)NCc3ccco3)c3occc23)c(C)c1
 : i | 1.2
> CC(=O)Nc1cccc(NC(=O)c2ccccc2Cl)c1
 : i | 1.4
> CCOc1ccc(NC(=O)COC(=O)C2CC2C)cc1 (stereo not given)
 : i | 0.8
> Cc1noc(C)c1NC(=O)N(C)C[C@@H]1OCc2cnnn2CCCC(=O)N([C@H](C)CO)C[C@@H]1C
 : i | 0.9
> Cc1csc(=O)n1CC(=O)OCC(=O)Nc1ccc(F)c(F)c1F
 : i | 1.1
> CSc1ncnc2c1ncn2CCCN1CCN(Cc2cccc3ccccc23)CC1
 : i | 1.0
> COc1ccc(C(O)c2ncc(-c3ccc4ccccc4c3)[nH]2)cc1F (stereo not given)
 : i | 1.8
> COc1ccc(N2CCN(C(=O)CNC(=O)c3ccc4ccccc4c3)CC2)cc1
 : i | 0.7
> COc1cccc(-c2nnc(-c3ccc4ccccc4c3)o2)c1
 : i | 0.3
> N#Cc1cccnc1N1CCN(C(C(=O)NC2CCCC2)c2ccco2)CC1 (stereo not given)
 : i | 3.7
> COc1cccc(CN(C)CCCn2cnc3c(SC)ncnc32)c1
 : i | 0.6
> COCCN(C(=O)COC(=O)/C=C/c1ccc(SC)cc1)c1c(N)n(Cc2ccccc2)c(=O)[nH]c1=O
 : i | 1.4
> CCOC1=C2CN(S(=O)(=O)c3ccc(C)cc3)[C@H](c3ccc(CC)cc3)C[C@@H]2N(S(=O)(=O)c2ccc(C)cc2)[C@H](c2ccccc2)C1
 : i | 3.2
> CCCN(CC(=O)Nc1ccccc1OC)C(=O)c1cc(-c2ccccc2)nn1-c1ccccc1
 : i | 1.0
> O=C(Nc1nnc([C@@H]2C[C@H](O)[C@@H](CO)O2)s1)Nc1cccc(Cl)c1Cl
 : i | 0.5
> Cc1nn(CC(=O)OCC(=O)c2ccccc2)c(C)c1[N+](=O)[O-]
 : i | 0.7
> Cc1ccccc1Cn1c(C)c(C(=O)NCc2cccc(C(F)(F)F)c2)sc1=O
 : i | 4.9
> CCCCNc1ccc(C(F)(F)F)cc1S(=O)(=O)NCCc1ccc(F)cc1
 : i | 0.8

Going on with the list.
Molecule	Myeloid diff MLP	Myeloid diff MLP GFP+ MAC1+ %
C[n+]1c(-c2ccccc2)cc2c(=Cc3ccccc3)c3ccccc3n21	?	/
Cc1cnc(C(=O)OCC(=O)NC(C)c2ccccc2)cn1 (stereo not given)	i	2.0
CC(=O)N1CCc2cc(NC(=O)C3(C)CCN3Cc3ccc(C(C)C)cc3)ccc21 (stereo not given)	i	1.5
COc1ccc(OC)c(S(=O)(=O)NC(=O)C2(C)CCN2C(=O)Cc2ccc(Cl)cc2Cl)c1 (stereo not given)	i	0.8
O=C(c1ccc(CS(=O)Cc2ccccc2Cl)o1)N1CCN(c2ccccc2)CC1 (stereo not given)	i	1.1
COc1ccccc1CC(=O)c1ccccc1OC	i	0.9
CC[C@]12c3[nH]c4ccccc4c3CCN1C(=O)C(CC(=O)NC/C=C(\C)CCC=C(C)C)C[C@@H]2C(=O)N1CCN(C(=O)C2CC2)CC1 (stereo not given in full)	i	0.0
CCOc1ccc(NC(=O)CN(C)C(=O)Cc2ccc3c(c2)OCCO3)cc1OCC	i	0.8
CSCCC(C(=O)NCc1ccccc1)n1c(-c2ccc3c(c2)CCO3)nc2ccccc21 (stereo not given)	i	3.9
CCN(C[C@H]1N[C@@](CC)(C(=O)OC)[C@H]2C(=O)N(C)C(=O)[C@@H]12)S(=O)(=O)c1ccc(-c2ccccc2)cc1	i	1.0
Cc1ccc2nc(-c3cccc(Cl)c3)c(Cc3cccc(F)c3)n2c1	i	0.9
O=C(NCc1cccc(C(F)(F)F)c1)C1C(=O)Nc2ccccc2C(=O)N1Cc1ccccc1 (stereo not given)	i	1.2
Cc1nc2c(OCC(=O)C(C)(C)C)cccn2c1N(C)Cc1cccs1	i	2.1
CC(OC(=O)c1ccccc1C(=O)N(C)Cc1ccccc1)C(=O)NC1(C#N)CCCCC1 (stereo not given)	i	0.7
CCOc1cc(OCC)cc(C(=O)NCCN2CCC(n3c(=O)[nH]c4ccccc43)CC2)c1	i	0.5
OC[C@@H]1[C@@H](c2ccc(Cl)cc2)C(c2cccc(Cl)c2)=NN1c1ccccc1	i	1.1
c1nc(NCc2ccc3c(c2)OCO3)c2cc(-c3ccoc3)ccc2n1	i	1.8
O=C(NCc1ccccc1)C(c1cccc2ccccc12)n1c(=O)c(-c2ccco2)nc2ccccc21 (stereo not given)	i	4.9
O=C(NNC(=O)OCc1ccccc1)OCc1ccccc1	i	1.5
CCC(CC)NC(=O)CSc1ccc(S(=O)(=O)N2CCCCC2)cn1	i	0.7
CC(=O)Nc1ccc(NC(=O)c2cccc(S(=O)(=O)N3CCCCCC3)c2)cc1	i	2.4

Bioassay records from PubChem.

An excerpt (hit frequency here may not be typical).
